HUVEC inhibit: blocks proliferation of human endothelial cells; HUVEC proliferation, CellTiter-Glo luminescence, 72 h; hits give low values; viability, % at 10 µM (by protocol); actives 1.1% (n = 86,000);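 active means viability at or below 30%; inactive means viability above 30%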;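 further: 100% = median luminescence of DMSO-only cell control wells on each plate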
VCAM1 TNFa inh: reduces TNF alpha induced VCAM1 expression in HUVEC. actives 0.48% (n = 95,000). HUVEC TNFa-induced VCAM-1 immunofluorescence, high-content imaging. AID 802. inhibition, % at 2 µM;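 active means inhibition above the batch mean plus 3 SD, with images confirmed as a hit by eye, cut at about 37% in these data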;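 further: 0% = TNF-stimulated DMSO wells and 100% = unstimulated control wells; not every result past the cut was called active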
H69AR inhibit: blocks growth of human H69AR lung tumor cells; H69AR lung tumor viability, ATP luminescence, 72 h; hits give low values; viability, % at 10 µM; actives 6% (n = 85,000); AID 598;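 active means viability at or below 40%; inactive means viability above 40%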;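 further: multidrug resistant small cell line overexpressing MRP-1 efflux transporter; 100% = mean luminescence of untreated control wells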
Smad3 FoxH1 inh: blocks human Smad3 binding to FoxH1 peptide | AID 630 | TR-FRET Smad3/Dy647-FoxH1 peptide binding, europium anti-His | actives 0.29% (n = 88,000) | inhibition, % at 25 µM;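 active means compounds that reduce the energy-transfer binding signal between the protein and its labelled peptide by more than half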;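 further: 0% = Smad3 plus labelled peptide maximal FRET and 100% = peptide-only background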
Target sequence (P84022 whole entry, looked up): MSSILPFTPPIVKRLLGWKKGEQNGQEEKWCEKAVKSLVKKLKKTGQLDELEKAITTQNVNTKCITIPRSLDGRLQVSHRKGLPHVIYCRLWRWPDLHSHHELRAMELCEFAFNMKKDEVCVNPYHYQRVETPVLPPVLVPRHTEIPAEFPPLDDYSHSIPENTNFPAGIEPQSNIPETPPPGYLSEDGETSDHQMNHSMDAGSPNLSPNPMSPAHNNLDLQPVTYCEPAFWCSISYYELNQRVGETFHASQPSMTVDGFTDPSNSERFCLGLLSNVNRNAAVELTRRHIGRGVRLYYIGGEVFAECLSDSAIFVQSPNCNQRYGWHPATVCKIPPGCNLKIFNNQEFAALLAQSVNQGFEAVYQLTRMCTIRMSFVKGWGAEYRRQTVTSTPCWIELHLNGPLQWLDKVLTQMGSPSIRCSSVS
cytoskel mod: cytoskeleton assembly modification; inhibition, % at 2 µM; HUVEC TNFa F-actin phalloidin imaging, high content; AID 836; actives 0.18% (n = 91,000);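 active means inhibition above the batch mean plus 3 SD and confirmed as a hit by visual image inspection, cut at about 30% in these data, passing the limit was not always enough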; further: strong numbers were not always called active
IL1B cytotox: toxic to HUVEC cells under IL-1B stimulation; HUVEC cell count loss, Hoechst imaging, IL-1B stimulated; AID 845; cell count reduction, % at 2 µM; actives 0.41% (n = 94,000);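 active means cell count reduction more than 3 SD above the screen-wide mean, cut at about 70% in these data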;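 further: normalized per plate to untreated control cells as the no-loss baseline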
Lung fibro prol: blocks proliferation of human lung fibroblasts; LL 47 human lung fibroblast viability, ATP luminescence; hits give low values; viability, % at 10 µM; actives 1.1% (n = 85,000);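 active means viability at or below 50% in the single dose screen; inactive means viability above 50%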;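 further: compound exposure lasted 72 h before the ATP readout; 100% = median luminescence of untreated cell-only wells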
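material = human LL 47 lung fibroblast cells | dosing = compounds added from tenfold dosing solution, 0.1% DMSO final | timing = overnight cell rest, 72 h compound treatment at 37 °C | measured by = CellTiter-Glo luminescence measuring cellular ATP | evaluation = % viability versus median cells-only luminescence | control set = cell-only wells, no compound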
PTK2B oligo ant: blocks oligomerization of human Pyk2 in cells; z-score (the deposit names both 25 µM and 10 µM); Q293 cells, Pyk2 FERM NanoBiT luminescence; hits give low values; Q14289; actives 0.83% (n = 99,000);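 active means Z-score of -3 or lower, scaled per plate to the spread of control and sample wells; inactive means z-score above -3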;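 further: negative z-score means lost luminescence so less FERM oligomerization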
HUVEC tox TNFa: toxic to HUVEC cells under TNF alpha stimulation; actives 0.17% (n = 93,000); HUVEC TNFalpha-stimulated, Hoechst cell count, imaging; AID 848; cell count reduction, % at 2 µM;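 active means cell count reduction exceeding the screen mean by over 5 SD, scaled to untreated wells per plate, cut at about 78% in these data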;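 further: cells counted after 24 h of TNF alpha exposure following the 1 h pretreatment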
Active calls of the source: *; . = not tested or not shown; [ ] = another dose, or the depositor's remark.

SMILES | HUVEC inhibit | VCAM1 TNFa inh | H69AR inhibit | Smad3 FoxH1 inh | cytoskel mod | IL1B cytotox | Lung fibro prol | PTK2B oligo ant | HUVEC tox TNFa
Cc1ccccc1-n1c(=O)cc(N2CCN(Cc3ccccc3)CC2)[nH]c1=O | 93.0 | . | 92.7 | 5.0 | . | . | 92.4 | . | .
CCC(=O)NC(=S)Nc1ccc(Cl)cn1 | . | 11.2 | . | . | 13.4 | 10.9 | . | 0.01 | 5.2
CCOC(=O)C1CCCN(c2c(NCC3CCCO3)c(=O)c2=O)C1 (stereo not drawn) | 115.6 | 2.3 | 100.5 | -3.4 | -8.6 | 1.7 | 105.9 | . | -1.7
COc1ccc(-c2nncnn2)cc1 | 85.8 | 24.4 | 53.6 | 13.0 | 2.8 | -136.7 | 100.7 | . | 3.8
O=C(Nc1ccccc1)N1CCCc2ccccc21 | 91.8 | -12.9 | 110.2 | 6.9 | -8.2 | 18.4 | 90.9 | 0.24 | -19.2
CSc1ccccc1NC(=O)CSCc1ccc(C)cc1 | . | 12.3 | . | . | -12.6 | -66.2 | . | -0.42 | -2.0
Cc1ccc(C(=O)N2CCCCCC2)cc1Br | 107.2 | -16.6 | 93.7 | 12.9 | 16.5 | 6.0 | 93.3 | -0.01 | -7.2
O=C(NCc1ccco1)c1ccc(Cn2c(=O)c3ccccc3n(Cc3ccc(Cl)cc3)c2=O)cc1 | 70.0 | -6.3 | 22.7* | 13.2 | 0.8 | 8.5 | 69.5 | -0.78 | -5.6
O=c1c2ccccc2c(/C=N/n2cnnc2)c(O)n1-c1ccccc1F | 93.1 | . | 93.0 | 4.7 | . | . | 88.8 | 0.43 | .
CN(C)S(=O)(=O)N1CCN(c2ccccc2)CC1 | 103.0 | -4.7 | 82.5 | 4.2 | -4.9 | -94.1 | 102.3 | 0.76 | 7.8
Cc1ccc(C(C(=O)NC(C)(C)C)N(C(=O)c2csnn2)C2CC2)cc1 (stereo not drawn) | 94.1 | 6.9 | 87.3 | 11.1 | -0.3 | -20.7 | 96.9 | 1.38 | 4.1
Cc1ccc(N(CC(=O)Nc2cccc(N(C)S(C)(=O)=O)c2)S(C)(=O)=O)cc1 | 86.1 | 6.9 | 85.4 | -5.8 | 7.7 | 13.8 | 90.3 | -0.34 | 8.6
CCc1cc(C(=O)OC)c(NC(=O)C2CC(=O)NN2Cc2ccccc2)s1 (stereo not drawn) | . | -25.7 | . | . | -5.2 | 11.6 | . | -1.37 | .
Cc1ccc2oc(-c3cccc(NC(=O)Cc4cccs4)c3)nc2c1 | . | 11.6 | . | . | -3.7 | 3.6 | . | -0.36 | 24.2
CC(Sc1nnc(Cc2ccc([N+](=O)[O-])cc2)o1)C(N)=O (stereo not drawn) | . | -5.8 | . | . | -3.4 | 6.8 | . | 0.38 | .
Cc1nnc(NC(=O)CSc2nnc(Cc3ccccc3)n2Cc2ccccc2)s1 | 89.3 | 18.2 | 57.3 | -22.4 | -4.5 | -36.7 | 105.0 | 0.25 | 10.6
COC(=O)C1=C(C)N=C2SC(C#N)=C(N)N2C1c1cc(OC)c(OC)c(OC)c1 (stereo not drawn) | . | 1.2 | . | . | -7.5 | . | . | -0.69 | -7.7
CCOc1ccc(C(=O)CSc2nnc(C3CC3)n2C)cc1 | 106.0 | 6.5 | 100.5 | 3.9 | 0.4 | -40.0 | 106.1 | 0.24 | 1.2
O=C(OCc1cn(-c2ccc(Cl)c(Cl)c2)nn1)c1ccccc1Cl | . | 17.3 | . | . | 5.7 | -36.4 | . | 0.51 | 5.9
CCCn1nnc(NC(=O)c2cccc(Cl)c2)n1 | 100.3 | 4.7 | 104.8 | -1.8 | -18.6 | -30.9 | 96.2 | -0.44 | -21.6
Cc1cc(C(=O)N2CCN(c3cccc(Cl)c3)CC2)c(C)o1 | 57.7 | -0.6 | 15.9* | 12.0[fluorescence artefact?] | 2.4 | 20.7 | 73.0 | 0.36 | 0.0
COCCOC(=O)C1=C(C)NC(=O)CC1c1cc2c(cc1Br)OCO2 (stereo not drawn) | 94.2 | 39.1 | 97.1 | 10.8 | -2.5 | -10.1 | 98.6 | 0.2 | -1.0
CN(Cc1nc2ccccc2c(=O)[nH]1)C(=O)c1ccc(S(=O)(=O)N(C)C)cc1 | 100.8 | 7.4 | 105.8 | 11.8 | 4.0 | 12.8 | 102.5 | -2.73 | -17.5
O=C1c2ccccc2CC1Sc1nnc(-c2ccncc2)o1 (stereo not drawn) | 99.7 | 1.7 | 75.4 | 1.0 | 2.4 | 9.2 | 107.6 | 0.65 | -18.3
Clc1ccc(-c2nc3nc4ccccc4nc3n2Cc2ccco2)cc1 | 91.1 | 2.0 | 49.2 | 1.3 | 6.7 | -13.0 | 89.5 | -0.48 | -14.6
Cc1[nH]n(-c2ccccc2)c(=O)c1C1(C(F)(F)F)C(=O)N(c2ccc(F)cc2)C2=C1C(=O)CC(C)(C)C2 (stereo not drawn) | 100.7 | -4.8 | 99.0 | -2.9 | 17.5 | -1.1 | 101.4 | 0.05 | -32.8
Cc1cc(NCc2ccccn2)ccc1Br | . | -5.7 | . | . | 6.4 | 15.8 | . | 0.45 | -28.7
Cc1ccc(-c2cnc(NC(=O)c3cccc(Br)c3)s2)c(C)c1 | . | 4.6 | . | . | 1.4 | 50.2 | . | 0.99 | 13.4
CC1(C)Oc2ccc3ccc(=O)oc3c2/C(=C/Nc2ccccc2)C1=O | 84.4 | 7.8 | 59.7 | 19.0[fluorescence artefact?] | -11.1 | 9.6 | 91.0 | -1.11 | -8.5
O=C(CCCOc1ccccc1)N1CCCCC1 | 83.9 | 5.9 | 101.3 | 6.0[fluorescence artefact?] | -6.4 | -8.4 | 96.3 | 0.66 | -23.2
Cc1ccccc1NN1C(=O)C=CC1=O | . | 12.2 | . | . | -9.8 | . | . | -0.86 | 0.3
CN(C)S(=O)(=O)c1ccc(C(=O)Nc2nc(-c3cccs3)cs2)cc1 | 63.3 | . | 83.2 | 9.1 | . | . | 86.3 | . | .
CC1=Nn2c(nnc2-c2cc(C)[nH]n2)SC1 | 99.5 | 9.8 | 95.4 | 3.6 | -6.9 | -25.2 | 102.4 | 0.05 | -35.3
CC(C)(C)C(=O)Cn1c(NCCCO)nc2ccccc21 | 96.5 | . | 91.8 | -8.3 | -1.4 | 14.3 | 96.6 | 0.54 | .
O=C(CCC(=O)OCC(=O)c1ccccc1)Nc1cccc2cccnc12 | . | 8.5 | . | . | 35.4 | 15.2 | . | 0.2 | 10.6
COC(=O)CCn1nnc(-c2ccc(C)cc2)n1 | 103.2 | 10.0 | 103.4 | 2.4 | 0.9 | 3.6 | 102.6 | 3.51 | -7.0

3 records picked at random from those above:
SMILES | HUVEC inhibit | VCAM1 TNFa inh | H69AR inhibit | Smad3 FoxH1 inh | cytoskel mod | IL1B cytotox | Lung fibro prol | PTK2B oligo ant | HUVEC tox TNFa
O=C(CCCOc1ccccc1)N1CCCCC1 | 83.9 | 5.9 | 101.3 | 6.0[fluorescence artefact?] | -6.4 | -8.4 | 96.3 | 0.66 | -23.2
CN(C)S(=O)(=O)c1ccc(C(=O)Nc2nc(-c3cccs3)cs2)cc1 | 63.3 | . | 83.2 | 9.1 | . | . | 86.3 | . | .
COC(=O)CCn1nnc(-c2ccc(C)cc2)n1 | 103.2 | 10.0 | 103.4 | 2.4 | 0.9 | 3.6 | 102.6 | 3.51 | -7.0

Next section.
SMILES | HUVEC inhibit | VCAM1 TNFa inh | H69AR inhibit | Smad3 FoxH1 inh | cytoskel mod | IL1B cytotox | Lung fibro prol | PTK2B oligo ant | HUVEC tox TNFa
Cc1nc2c3cnn(-c4ccccc4)c3ncn2n1 | 99.7 | 15.1 | 80.4 | -6.3 | 7.1 | -9.2 | 102.8 | -0.09 | -13.8
CCOc1cc(/C=N/NC(=O)c2cccc([N+](=O)[O-])c2)ccc1OS(=O)(=O)c1ccccc1 | . | 6.3 | . | . | 1.3 | . | . | -1.33 | 2.3
O=C(NC(NC(=S)Nc1cc(Cl)ccc1Cl)C(Cl)(Cl)Cl)c1ccco1 (stereo not drawn) | . | 8.2 | . | . | 11.7 | -16.7 | . | -0.76 | -24.9
CC1CCN(S(=O)(=O)c2ccc3c(c2)c(=O)c(C(=O)N2CCCCC2)cn3C)CC1 | 97.6 | 8.1 | 97.8 | 6.8 | -7.3 | -3.4 | 94.9 | -0.53 | -19.1
CS(=O)(=O)Nc1ccc(Cc2ccc(NS(C)(=O)=O)cc2)cc1 | 112.5 | 5.1 | 89.7 | 6.6 | -2.6 | -3.8 | 96.5 | 1.16 | -12.5
CCCC(=O)Nc1ccc(NC(=O)c2ccccc2OC)cn1 | 109.5 | -25.2 | 99.0 | 10.1 | -6.0 | -24.0 | 116.4 | -0.57 | -7.3
O=C(Nc1ccc2c(c1)OCCO2)c1cnccn1 | 89.5 | -12.5 | 91.9 | 3.0 | 27.6 | -11.6 | 107.9 | 0.1 | -28.1
O=C(COc1ncnc2ccccc12)N1CCN(S(=O)(=O)c2ccc(Cl)cc2)CC1 | 100.9 | . | 87.8 | -4.8 | . | . | 94.6 | 1.67 | .
O=C(CCn1c(=O)oc2ccccc21)N1CCOCC1 | 94.5 | 18.1 | 96.0 | 8.3 | -13.1 | 2.1 | 91.2 | -0.05 | -3.3
CSc1cc(C)n(-c2ccccc2C)c(=S)c1C(C)=O | . | 9.5 | . | . | 14.6 | 9.9 | . | 0.08 | -11.4
CC(C)SC1=NC(C)(C)C=C(/C=C/c2ccc(Cl)cc2Cl)N1 | 26.4* | 9.3 | 33.6* | 15.0 | 5.0 | . | 82.2 | 0.6 | -31.9
O=C(CN1C(=O)C2C3C=CC(C3)C2C1=O)NCCN1CCCc2ccccc21 (stereo not drawn) | . | -1.9 | . | . | -18.0 | -24.6 | . | 0.64 | -0.4
CC1=CCC2C(=O)N(c3ccc(Br)cc3C)C(=O)C2C1 (stereo not drawn) | 97.6 | 4.5 | 102.2 | 3.4 | -5.0 | -7.8 | 98.7 | -0.2 | -18.6
Cc1ccc(C)c(S(=O)(=O)N2CCN(C(=O)c3cnccn3)CC2)c1 | 93.1 | 3.4 | 87.4 | 6.5 | -26.1 | -7.5 | 90.5 | 1.03 | -3.9
CCOC(=O)CN1C(=O)C(C)(C)Oc2ccc(C(=O)Nc3ccccc3)cc21 | 95.8 | 5.6 | 97.6 | -7.4 | 62.0 | 6.2 | 102.8 | -0.93 | -19.2
Cc1cccc(CN(CC(=O)N/N=C/c2cccs2)S(=O)(=O)c2ccc(Cl)cc2)c1 | . | -3.3 | . | . | 7.2 | -8.8 | . | -1.83 | 7.4
O=C(CCSc1nnc(-c2ccco2)o1)Nc1ccc(Cl)cc1 | 108.3 | . | 77.3 | -8.3 | . | . | 100.6 | 0.49 | .
COc1cc(OC)c(-c2nn3c(C4CCCCC4)nnc3s2)cc1OC | 101.8 | 12.6 | 62.1 | 10.5 | -10.2 | -25.7 | 82.3 | -1.33 | 1.1
COc1cccc(C(=O)Oc2cc3c4c(c2)C(C)=CC(C)(C)N4C(=O)C3=O)c1 | . | 6.4 | . | . | -11.0 | -7.5 | . | -0.26 | 7.7
COCCn1c(SCCCC(=O)c2ccc(Br)cc2)nnc1-c1ccncc1 | 83.4 | 5.5 | 56.8 | -5.2 | . | 3.5 | 90.7 | 0.82 | -28.5
Cc1ccc(N(C=NC#N)CC(=O)N2CCN(c3ccccc3)CC2)cc1 | 98.4 | . | 94.5 | 7.7 | 3.4 | 14.3 | 105.4 | 0.08 | .

An excerpt; rates above refer to the full screens.
